OX1R antagonist: OX1R (HCRTR1) antagonists, primary screen, fluorescence, CHO/OX1R cells, Fluo-8 calcium, orexin A; Orexin/Hypocretin receptor type 1 (Homo sapiens), O43613; Fluo-8 calcium fluorescence; inhibition, % at 5 µM; actives 0.43% (n = 330,000); AID 434989, 2010;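 active = inhibition above its plate's threshold, mean inhibition of all tested compounds on the plate plus 3 SD, cut at about 37% in these data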;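 note: 0% = orexin A challenge wells and 100% = SB-334867-A antagonist wells; not every result past the cut was called active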
Target sequence (O43613 whole entry, looked up): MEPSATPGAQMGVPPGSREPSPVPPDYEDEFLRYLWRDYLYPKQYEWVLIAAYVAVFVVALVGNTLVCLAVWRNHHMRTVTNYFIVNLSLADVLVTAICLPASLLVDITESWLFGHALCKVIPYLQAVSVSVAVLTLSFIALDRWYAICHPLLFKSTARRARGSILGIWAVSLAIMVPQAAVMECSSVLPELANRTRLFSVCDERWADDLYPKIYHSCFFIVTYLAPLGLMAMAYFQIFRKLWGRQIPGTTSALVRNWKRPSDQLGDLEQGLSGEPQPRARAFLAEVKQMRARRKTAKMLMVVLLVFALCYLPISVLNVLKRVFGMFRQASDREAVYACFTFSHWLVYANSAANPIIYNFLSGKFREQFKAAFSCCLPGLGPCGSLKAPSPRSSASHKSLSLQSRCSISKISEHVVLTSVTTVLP
CHT allo act: CHT positive allosteric modulators, primary screen, cell-based, membrane potential dye, choline EC20. CHT-expressing cells; stronger effect = higher value; LV-AA mutant CHT in HEK293 cells. B-score at 10 µM. actives 0.49% (n = 310,000). High affinity choline transporter 1 (Homo sapiens), Q9GZV3;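 active = initial fluorescence not abnormally high and integrated response B-score, plate-corrected, over 3 SD above library mean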
Target sequence (Q9GZV3 whole entry, looked up): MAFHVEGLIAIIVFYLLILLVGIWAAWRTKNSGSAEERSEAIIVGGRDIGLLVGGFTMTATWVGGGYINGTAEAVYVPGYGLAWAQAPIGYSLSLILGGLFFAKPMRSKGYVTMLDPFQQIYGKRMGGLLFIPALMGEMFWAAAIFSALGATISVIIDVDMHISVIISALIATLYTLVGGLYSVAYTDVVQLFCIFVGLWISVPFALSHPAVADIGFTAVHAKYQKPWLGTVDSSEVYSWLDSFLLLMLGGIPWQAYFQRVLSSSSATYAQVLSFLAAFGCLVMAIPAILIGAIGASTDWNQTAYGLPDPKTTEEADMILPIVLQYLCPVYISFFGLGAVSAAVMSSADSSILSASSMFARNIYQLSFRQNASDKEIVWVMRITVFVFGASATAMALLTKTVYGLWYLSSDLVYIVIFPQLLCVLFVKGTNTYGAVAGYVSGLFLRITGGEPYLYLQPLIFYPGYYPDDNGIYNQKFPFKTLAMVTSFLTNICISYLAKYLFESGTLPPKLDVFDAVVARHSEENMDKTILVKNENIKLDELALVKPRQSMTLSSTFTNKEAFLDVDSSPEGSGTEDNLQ
Active calls of the source: *; i = inactive; x = not tested or not shown.

SMILES | OX1R antagonist | CHT allo act
O=C(Nc1ccccc1)c1ccc(NCc2cccnc2)c(S(=O)(=O)N2CCOCC2)c1 | -18.0 | i
CSc1nc2nc3c(c(=O)n2[nH]1)CN(Cc1ccccc1)CC3 | -22.0 | i
COC(=O)C1=NNC2(c3ccc(Cl)cc3)C(=O)N(c3ccc(Cl)cc3)C(=O)C12 (stereo not given) | -22.1 | i
N#CCCn1cc(/C=N/NC(=O)c2ccncc2)c(-c2ccc(F)cc2)n1 | -0.6 | i
C=CCNC(=O)COc1ccc(S(=O)(=O)Nc2ccc(OCC)cc2)cc1 | -11.5 | i
CCOC(=O)CSCc1csc(CC(=O)Nc2ccccc2C)n1 | -22.9 | i
C[C@@H](N)C(=O)NC[C@H]1O[C@@H](n2cnc3c(N)ncnc32)[C@H](O)[C@@H]1O | -7.7 | x
COC(=O)c1c(-c2cccs2)csc1NC(=O)CN1CCOCC1 | -29.9 | i
O=C(C[C@H]1C/C=C\CC[C@H](Cc2ccc(F)cc2)C(=O)O[C@@H](c2ccccc2)CNC1=O)N[C@H](CO)Cc1ccccc1 | -10.6 | x
COc1ccc(CNC(=O)[C@H](C)NC(=O)N2CCn3c2nc2ccccc23)cc1 | -13.4 | i
COc1cccc(NC(=O)CSc2ncnc3c2cnn3Cc2ccccc2)c1 | -11.7 | i
O=C(NCc1ccccc1)c1ccc(N2C(=O)C3CCCCC3C2=O)cc1 (stereo not given) | 6.4 | i
CC(=O)N(c1nc(CCl)cs1)c1cccc(C)c1C | -9.8 | i
Cc1cccc(C(CC(=O)O)NC(=O)C(F)(F)F)c1 (stereo not given) | 9.7 | i
COC(=O)c1c(NC(=O)C2CC2)sc2c1CCN(C(C)=O)C2 | -24.2 | i
CCOC(=O)c1c(C)[nH]c(C(=O)CN(C)CC(=O)Nc2ccccc2Cl)c1C | -10.8 | x
O=C1NC(=O)c2cc(Br)cc3cccc1c23 | -21.1 | i
CC(C)C(=O)Nc1nnc(S(=O)(=O)N2CCc3ccccc32)s1 | -2.0 | i
O=C(COC(=O)c1ccccc1[N+](=O)[O-])NNC(=O)c1cccs1 | -7.8 | i
O=C(NC1CC1)C1C2C3C4CC5C3C5C4C12 (stereo not given) | -14.2 | i
CCOC(=O)N1CCN(C(=O)COC(=O)c2ccccc2NCCO)CC1 | -11.4 | i
CCCCCCn1c(CN2CCN(CCO)CC2)nc2c1c(=O)n(C)c(=O)n2C | -13.2 | 8.1*
O=C(NC1CCCC1)C(c1ccncc1)N(Cc1ccccc1F)C(=O)c1csnn1 (stereo not given) | -29.0 | i
N#C/C(=C\c1ccc(OCC(N)=O)cc1)c1ccccc1 | 12.9 | i
O=S(=O)(c1ccc2c(c1)nc(COc1ccc(Cl)cc1)n2CC1CCCO1)N1CCOCC1 (stereo not given) | -6.3 | i
O=c1[nH]c2ccc(NS(=O)(=O)c3ccc(F)c(Cl)c3)cc2[nH]1 | -3.4 | i
CCCCn1c(N)c(NCc2ccccc2)c(=O)[nH]c1=O | -5.9 | i
Cc1ccccc1Nc1nc(N)nc(CSc2n[nH]c(N)n2)n1 | -15.8 | i
CCOC1=NN(c2ncc(C(F)(F)F)cc2Cl)C(=O)C1 | -18.9 | i
Cc1ccc(S(=O)(=O)Nc2ccc(C(=O)NCCCN3CCOCC3)cc2)cc1[N+](=O)[O-] | -8.8 | i

Entries of single compounds, looked up by structure.
Record of `CC(C)C(=O)Nc1nnc(S(=O)(=O)N2CCc3ccccc32)s1` = OX1R antagonist = -2.0; CHT allo act = i
Record of `N#C/C(=C\c1ccc(OCC(N)=O)cc1)c1ccccc1` = OX1R antagonist = 12.9; CHT allo act = i

(further entries)
SMILES | OX1R antagonist | CHT allo act
N#CC1(C#N)COC23CCCCC2C1(C#N)C(=N)O3 (stereo not given) | -0.9 | i
CCN(CC(=O)NCc1ccc(F)cc1)C(=O)c1ccc2c(c1)OCO2 | -12.3 | x
O=C(COC(=O)COc1cc(Cl)c(Cl)cc1Cl)NC1CC1 | -17.4 | x
O=C(c1cccc(Cl)c1)C1CCCN(C(=O)c2ccc3c(c2)OCO3)C1 (stereo not given) | -21.4 | i
CC(C)n1c(SC2C(=O)CC(C)(C)CC2=O)nc2c1c(=O)n(C)c(=O)n2C | 8.7 | i
Cc1cc2c(ncn2Cc2ccccc2)c([N+](=O)[O-])c1C | -11.7 | i
O=[N+]([O-])c1ccc(C2Oc3ccccc3C3CC(c4ccccc4)=NN32)s1 (stereo not given) | 10.9 | i
O=C(O)CN1C(=O)CSC1=S | x | i
NCc1ccccc1CS(=O)(=O)N1CCOCC1 | -10.0 | x
Cc1cc(-c2nnc(-c3cccc(C(F)(F)F)c3)o2)no1 | -3.8 | i
C/C(=C\CNc1ncnc2nc[nH]c12)CO | 0.1 | i
Cc1cccc(OCC(O)CN2CCN(c3ccccn3)CC2)c1C (stereo not given) | -46.5 | i
COc1ccc(CNC(=O)C(c2ccco2)N(C(=O)c2csnn2)c2cccc(C)c2C)cc1 (stereo not given) | -25.6 | i
CC(C)Oc1ccc(Nc2ncnc3ccccc23)cc1 | -18.4 | i
CN(Cc1ccccc1)Cc1nc2c(c(=O)n(C)c(=O)n2C)n1Cc1ccccc1Cl | -20.8 | i
C/C(=N\N1C(=O)c2ccccc2NC1c1ccccc1)c1ccccc1O (stereo not given) | -31.6 | i
CC1C(=O)N2CCCc3cc(S(=O)(=O)NCc4ccccc4Cl)cc1c32 (stereo not given) | -19.5 | i
COC(=O)c1cccc(N2C(=O)C3C4C=CC(CC4)C3C2=O)c1 (stereo not given) | -12.5 | i
CCOC(=O)Cc1csc(NC(=O)/C=C\c2ccccc2)n1 | -19.9 | i
O=C(CNC(=O)CNC(=O)c1ccc(Cl)cc1Cl)NCc1cccc(Cl)c1 | -11.3 | i
C=CCNC(=O)N1CCC(c2nc3ccccc3s2)CC1 | 3.9 | i
COc1ccc(/C=C/C(=O)NC(=S)N2CCN(C)CC2)cc1 | -12.4 | i
Cc1cc(C(=O)N/N=C/c2ccc([N+](=O)[O-])o2)c(C)o1 | 8.0 | i
COC(=O)C(/C=N/OCc1ccc([N+](=O)[O-])cc1)NC(=O)c1cccc(Cl)c1 (stereo not given) | 18.0 | i
CCc1ccc(CNC(=O)C2CCN(c3nnc(C)c4c(C)n(-c5ccc(C)cc5)nc34)CC2)cc1 | -27.5 | i
Cc1ccc(OCc2n[nH]c(=S)n2N)cc1C | -13.3 | i
COc1ccc(/C=C/C(=O)OCc2csc(-c3ccccc3)n2)cc1OC | -13.5 | i
CCO[C@@H]1OC(C(=O)O)=C[C@H](c2ccc(C(F)(F)F)cc2)[C@H]1CCCO | -2.5 | i
Cc1ccc(/C=C2\SC(=S)N(CCCC(=O)Nc3nccs3)C2=O)cc1 | -9.9 | i
Cc1cccc(CN2C(=O)N/C(=C/c3ccc(C)s3)C2=O)c1 | -11.4 | i
COc1ccc(OC)c(NC(=O)N2CCCC(CNS(=O)(=O)c3cccs3)C2)c1 (stereo not given) | -43.9 | i
Cc1c(C(=O)N(Cc2ccc(N(C)C)cc2)C2CCS(=O)(=O)C2)oc2ccccc12 (stereo not given) | -21.9 | i
CC1=C(C)[N+](=O)C2CCCCC2N1[O-] (stereo not given) | -3.3 | i
CCN(CC)S(=O)(=O)c1ccc(C(=O)Nc2nnc(-c3ccco3)o2)cc1 | -4.9 | i
O=C(NCCC1=CCCCC1)C1CCN(S(=O)(=O)c2cccc3nonc23)CC1 | -25.1 | i
C#CC(CC)(CC)NC(=O)c1nn(-c2ccccc2Cl)c(C)cc1=O | -18.5 | i
Cc1cc(C)c(S(=O)(=O)c2ccccc2)c(N(C)C)n1 | -15.1 | i
COc1ccc(NC(=S)N2CCN(C(=O)C3CCCO3)CC2)cc1 (stereo not given) | x | i
CC(C)(C)[C@H]1C=C(C(=O)Nc2ccccc2)O[C@@H](OCc2ccc(CO)cc2)C1 | -2.8 | i
Nc1ccc2oc(-c3cc(Br)ccc3Cl)nc2c1 | -4.7 | i
COc1cc(Br)c(C(C)NC(=O)c2ccc(C)cc2)cc1OC (stereo not given) | -18.1 | i
Cc1ccc(NC(=O)COC(=O)C2C3CC4OC(=O)C2C4C3)cc1 (stereo not given) | -7.8 | i
O=C(CSCc1c(F)cccc1Cl)NNC(=S)NC1CCCCC1 | -20.0 | i
FC(F)(F)c1cc(-c2cccs2)nc(-n2cc(Br)cn2)n1 | -28.3 | i
C=CCn1c(COc2cccc(C)c2)nnc1SC(C)C(=O)NC1CC1 (stereo not given) | -7.9 | x
COc1ccc(OCC(=O)Nc2ccccc2C(=O)NC2CC2)cc1 | -7.7 | x
Cc1c(-c2cccs2)[n+](=O)c2c(n1[O-])CCC2 | -8.4 | i
COc1ccccc1N1CCN(C(=O)c2ccc(Br)o2)CC1 | -8.4 | x
CCCCC(=O)c1c(C)cc(C)[nH]c1=O | -11.9 | i
Cc1ccc(N2CC(C(=O)OCC(=O)Nc3cc(C)on3)CC2=O)c(C)c1 (stereo not given) | -3.1 | i
O=C(O)CCC(=O)N1CCN(c2nc(-c3ccccc3Cl)c3cc(Br)ccc3n2)CC1 | -13.9 | i
CC(C)C[C@H](NC(=O)c1nc[nH]c1C(=O)NC1CCN(C(=O)OC(C)(C)C)CC1)C(=O)OC(C)(C)C | -37.1 | i
Cc1cccc(-n2c(SCC(N)=O)nc3c(c2=O)C2(CCCCC2)Cc2ccccc2-3)c1 | -50.7 | i
COCCOC(=O)c1[nH]c2c(c1C)C(=O)CC(c1ccc(N(C)C)cc1)C2 (stereo not given) | -9.6 | i
O=C(N/N=C/c1ccc(O)cc1)c1ccc(NC(=O)c2ccccc2Br)cc1 | -7.1 | i
COCCCN(C(=O)CSCc1ccc(C)cc1)c1c(N)n(Cc2ccccc2)c(=O)[nH]c1=O | -20.4 | i
CN(CC(O)COc1c(F)cc(Br)cc1F)C1CCCCC1 (stereo not given) | -22.2 | i
O=C(CSc1nc(-c2ccccc2)c(-c2ccccc2)o1)Nc1nncs1 | -16.1 | i
COc1ccc(-n2c3c(c(=O)[nH]c2=O)C(NC(C)=O)(C(F)(F)F)C(=O)N3)cc1 (stereo not given) | -4.3 | i
Cc1ccc(Cn2c(C3CCCN3c3nc(-c4ccc(F)cc4)cs3)nc3cc(C(=O)NCCCO)ccc32)cc1 (stereo not given) | -10.1 | i

Of the compounds above, three have a cyano group.
SMILES | OX1R antagonist | CHT allo act
N#CCCn1cc(/C=N/NC(=O)c2ccncc2)c(-c2ccc(F)cc2)n1 | -0.6 | i
N#C/C(=C\c1ccc(OCC(N)=O)cc1)c1ccccc1 | 12.9 | i
N#CC1(C#N)COC23CCCCC2C1(C#N)C(=N)O3 (stereo not given) | -0.9 | i

New compounds follow.
SMILES | OX1R antagonist | CHT allo act
CCCOc1ccc(CCN2CCC(=O)NC2=O)cc1C | -20.5 | i
Cc1ccc(S(=O)(=O)NC(C)c2ccccc2)cc1[N+](=O)[O-] (stereo not given) | -21.1 | i
CCOc1cccc2cc(C(=O)Oc3ccc(OC)cc3)c(=O)oc12 | -17.3 | i
CN(C1CCCCC1)S(=O)(=O)c1ccc(NC(=O)c2ccco2)cc1 | -13.8 | i
Cc1ccc(OCC(=O)N(C)CC(=O)Nc2ccccc2Cl)c([N+](=O)[O-])n1 | -6.5 | x
O=C(c1cccs1)N1CCN(Cc2ccccn2)CC1 | -4.2 | i
O=C(CN1CCN(c2ccccc2)CC1)N1CCc2ccccc21 | -13.2 | i
CN(C(=O)COC(=O)c1ccccc1OCc1ccc(Cl)cc1)c1c(N)n(Cc2ccccc2)c(=O)[nH]c1=O | -1.9 | i
O=C(NC(=S)Nc1ccc(CN2CCOCC2)cc1)c1ccc(-c2ccc(Cl)cc2)o1 | 22.9 | i
COc1ccc(C(C)=O)cc1COc1ccccc1[N+](=O)[O-] | -8.2 | i
NC(=O)NC(CC(=O)NCCCc1ccccc1)c1ccccc1Cl (stereo not given) | -9.8 | i
FC(F)(F)c1ccc(-n2cn[nH]c2=S)cc1 | -7.7 | i
CCCCC(=O)Nc1cccc(-c2csc(-c3ccccc3)n2)c1 | -29.8 | i
O=C(CNC(=S)NC(=O)c1cccc([N+](=O)[O-])c1)c1ccccc1 | -20.0 | i
Cc1nc2sc(C(N)=O)c(N)c2c2c1CCCC2 | -30.4 | i

Part of the list above, with each value named.
CCOC1=NN(c2ncc(C(F)(F)F)cc2Cl)C(=O)C1
  OX1R antagonist: -18.9
  CHT allo act: i
Cc1ccc(S(=O)(=O)Nc2ccc(C(=O)NCCCN3CCOCC3)cc2)cc1[N+](=O)[O-]
  OX1R antagonist: -8.8
  CHT allo act: i
N#CC1(C#N)COC23CCCCC2C1(C#N)C(=N)O3 (stereo not given)
  OX1R antagonist: -0.9
  CHT allo act: i
CCN(CC(=O)NCc1ccc(F)cc1)C(=O)c1ccc2c(c1)OCO2
  OX1R antagonist: -12.3
  CHT allo act: x

(listing goes on)
SMILES | OX1R antagonist | CHT allo act
CCOC(=O)N1CCN(Cc2nc3cc(NC(=O)CC)ccc3n2C)CC1 | -5.6 | i
C[C@H](NS(=O)(=O)c1ccc2c(c1)OCCCO2)C(=O)N1CCN(Cc2ccc(C#N)cc2)CC1 | -27.4 | x
CC(C)(C)C(=O)NCCc1nc(-c2ccccc2)no1 | -20.1 | i
COc1ccc(/C=N/NS(C)(=O)=O)c(OC)c1 | -4.1 | i
CC(C)OCC(O)Cn1c(N2CCCC2)nc2c1c(=O)n(C)c(=O)n2C (stereo not given) | -18.1 | i
CCOc1ccc(CN(C)CC(=O)c2c(N)n(Cc3ccccc3)c(=O)n(CC)c2=O)cc1OC | -31.4 | i
ONC(=Nc1ccccc1)c1ccc(Cl)cc1 | -10.3 | i
CCOc1ccc(-n2cnc3sc(C)c(C)c3c2=O)cc1 | -21.0 | i
Cc1sc(NC(=O)C2C3CCC(C3)C2C(=O)O)c(C(N)=O)c1-c1ccc(C(C)(C)C)cc1 (stereo not given) | -15.1 | i
COCC(=O)Nc1nnc(COc2ccc(Cl)cc2)s1 | -5.9 | i
